tim10-1 inh – growth inhibitors of tim10-1 mutant yeast, primary screen, luminescence, uHTS; AID 463190, 2010; inhibition, % at 20 µM; S. cerevisiae tim10-1 ts strain growth, BacTiter-Glo, 24 h; actives 2.2% (n = 330,000);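 active = inhibition of at least 40%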;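 note: mutant grown at 25 °C; 0% = DMSO wells with yeast and 100% = wells holding no yeast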
XBP1 UPR activ – activators of adaptive XBP1 UPR arm, primary screen, cell-based, CHO-XBP1 luciferase reporter, luminescence, uHTS | activation, % at 20 µM | AID 463104, 2010 | IRE1-XBP1 UPR activation; percent of tunicamycin response, DMSO as zero | actives 0.33% (n = 330,000);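 active = versus positive control, 20 µM dose yields 30% or more activation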;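 note: 100% = tunicamycin at 10 µg/mL and 0% = DMSO only wells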
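Material: IRE1-XBP1 luciferase reporter CHO line / Quantity: one thousand reporter cells per well / Buffer or medium: F12 with 10% serum / Compound: 20 µM single concentration, DMSO 1% / Times: 6 h treatment, 37 °C / Detection: Steady-Glo luciferase glow luminescence, 10 min after reagent addition / Benchmarks: tunicamycin high, DMSO low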
UPR CHOP act – activators of apoptotic CHOP UPR arm, primary screen, cell-based, CHO-CHOP luciferase reporter, luminescence, uHTS. UPR activation; percent of tunicamycin response over DMSO baseline. activation, % at 10 µM. actives 0.34% (n = 330,000). AID 449763, 2010;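 active = at 10 µM dose, activation of 40% or more, normalized to positive control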;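 note: 100% = tunicamycin at 10 µg/mL and 0% = DMSO alone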
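Test system: CHO CHOP reporter cells. Input: 500 CHO-CHOP cells per well. Medium: F12 with 10% FBS. Technique: luciferase luminescence. Measure: percent activation relative to tunicamycin control. Dosing: 10 µM compound, 0.5% DMSO. Timing: 16-18 h cell attachment, then 6 h compound exposure, 37 °C.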
tim23-1 inh – growth inhibitors of tim23-1 mutant yeast, primary screen, luminescence, uHTS. S. cerevisiae tim23-1 growth, BacTiter-Glo luminescence, 24 h. actives 1.3% (n = 330,000). inhibition, % at 20 µM;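 active = growth inhibition of the mutant yeast at or above 50%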;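 note: temperature-sensitive mutant grown at 25 °C; plate controls were DMSO-treated mutant yeast for no effect and medium wells lacking yeast for full effect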
697 NFkB inh – inhibitors of PMA/ionomycin-induced NF-kB reporter, 697 cells, primary screen, B-cell NF-kB inhibitor project, cell-based, luminescence, uHTS; 697 B-cell NF-kB luciferase reporter, 16 h; inhibition, % at 4 µM; actives 0.33% (n = 330,000); in the data active = inhibition above about 35%
Jurkat NFkB inh – inhibitors of induced NF-kB luciferase reporter, primary screen, TCR NF-kB activation inhibitor project, cell-based, luminescence, uHTS; actives 0.53% (n = 330,000); inhibition, % at 4 µM; Jurkat, PMA/ionomycin-induced NF-kB luciferase reporter; in the data active = inhibition above about 50%
TIM10 inh – growth inhibitors of isogenic TIM10 control yeast, primary screen, counter-screen for tim10-1 yeast inhibitor project, luminescence, uHTS; AID 463195, 2010; S. cerevisiae TIM10 strain growth, BacTiter-Glo luminescence, 24 h; actives 1.4% (n = 330,000); inhibition, % at 10 µM;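 active = inhibition of 40% or more at the single tested concentration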;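 note: wild-type TIM10 isogenic control strain grown at permissive 25 °C; 0% = DMSO yeast wells and 100% = minimal medium wells without yeast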
Mdm2 MdmX PPI – inhibitors of human Mdm2-MdmX association, primary screen, cell-based, luminescence, split luciferase, SaOS-2, uHTS; Protein Mdm4 (Homo sapiens) + E3 ubiquitin-protein ligase Mdm2 (Homo sapiens), …; SaOS-2 split-luciferase Mdm2/MdmX complementation; AID 485346, 2010; inhibition, % at 8 µM; actives 3% (n = 330,000);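 active = inhibition of at least 50% at 8 µM in the primary screen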
Target sequence (O15151 whole entry, looked up): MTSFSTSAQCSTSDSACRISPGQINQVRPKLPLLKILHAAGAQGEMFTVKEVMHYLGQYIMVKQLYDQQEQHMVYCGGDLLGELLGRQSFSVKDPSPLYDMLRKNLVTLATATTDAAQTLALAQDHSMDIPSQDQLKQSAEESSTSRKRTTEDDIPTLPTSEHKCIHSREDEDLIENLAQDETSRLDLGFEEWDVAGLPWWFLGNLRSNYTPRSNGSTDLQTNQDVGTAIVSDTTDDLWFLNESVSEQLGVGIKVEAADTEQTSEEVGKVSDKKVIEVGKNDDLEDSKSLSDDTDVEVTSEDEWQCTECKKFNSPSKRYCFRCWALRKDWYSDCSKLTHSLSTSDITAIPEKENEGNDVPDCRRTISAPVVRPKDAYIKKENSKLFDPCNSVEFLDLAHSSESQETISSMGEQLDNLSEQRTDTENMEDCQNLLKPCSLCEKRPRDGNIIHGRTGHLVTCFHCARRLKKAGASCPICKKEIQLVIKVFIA
Target sequence (Q00987 whole entry, looked up): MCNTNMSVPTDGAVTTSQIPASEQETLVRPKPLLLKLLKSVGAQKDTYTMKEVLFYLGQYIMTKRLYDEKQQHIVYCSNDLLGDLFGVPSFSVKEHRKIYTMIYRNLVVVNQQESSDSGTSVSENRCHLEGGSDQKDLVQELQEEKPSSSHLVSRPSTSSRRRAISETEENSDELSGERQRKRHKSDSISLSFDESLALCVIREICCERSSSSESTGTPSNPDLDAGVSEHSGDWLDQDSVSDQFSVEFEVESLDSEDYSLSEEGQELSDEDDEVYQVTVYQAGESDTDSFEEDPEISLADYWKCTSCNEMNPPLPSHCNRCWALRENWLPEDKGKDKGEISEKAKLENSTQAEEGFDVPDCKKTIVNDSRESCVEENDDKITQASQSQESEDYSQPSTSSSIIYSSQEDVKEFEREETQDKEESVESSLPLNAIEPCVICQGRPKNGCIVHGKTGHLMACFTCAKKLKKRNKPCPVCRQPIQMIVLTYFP
* = called active by the depositor; / = no result given.

SMILES	tim10-1 inh	XBP1 UPR activ	UPR CHOP act	tim23-1 inh	697 NFkB inh	Jurkat NFkB inh	TIM10 inh	Mdm2 MdmX PPI
Cc1ccc(S(=O)(=O)Nc2ccc(Cl)cc2C(=O)c2ccccc2)cc1	38	0	-0.5	27	-13	-16	0	6
CCOC(=O)C1(CCOc2ccccc2)CCN(Cc2ccc3c(c2)OCCO3)CC1	8	-3	-1.0	17	-9	0	16	19
CCOC(=O)C1=C(CN2CCCCC2)NC(=O)NC1c1cc(C)ccc1C (stereo not drawn)	5	0	0.8	18	15	4	5	23
Cc1ccc(NC(=O)CSc2nnc(-c3ccco3)o2)cc1	4	-2	-1.3	3	16	-5	-17	-4
NC(=O)c1ccsc1NC(=O)COC(=O)c1ccc(Cl)c(N)c1	15	0	1.1	3	-12	0	1	22
CC1=CC(C)(C)Nc2cc(C)c(C)cc21	-11	-2	1.3	-14	0	6	-4	11
CCCCOc1ccc(-c2c(C(=O)Nc3ccccc3)c(C)[nH]c(=S)c2C#N)cc1	31	-1	1.2	5	-4	-14	28	-11
CCOC(=O)C1CCN(C(=O)c2ccccc2NC(=O)c2ccc(Br)cc2)CC1	37	-1	-2.3	28	16	-5	15	19
CC(C)n1cnc2c(NCc3ccccc3)nc(NCc3ccccc3)nc21	22	-1	0.7	35	-11	8	27	21
CC(C)Oc1cccc(-c2cc(C(=O)NN3CCOCC3)c3ccccc3n2)c1	-2	1	-1.8	-4	-3	-10	4	-5
Cc1[nH]nc(SCC(=O)NCc2ccc(Cl)cc2)c1[N+](=O)[O-]	16	-2	-1.1	7	7	10	13	9
COc1ccc(OC)c(C2NC(=O)NC(C)=C2C(=O)OC2CCCCC2)c1 (stereo not drawn)	10	-4	3.0	26	14	2	5	8
CCN(CC)S(=O)(=O)c1ccc2c(c1)C(=NO)c1cc(S(=O)(=O)N(CC)CC)ccc1-2	19	52*	14	0	-22	12	-1	83*
CC1CCN(S(=O)(=O)c2ccc(C(=O)N3CCCC3C(=O)O)cc2)CC1 (stereo not drawn)	14	0	1.6	12	8	3	1	-25
CN1/C(=C\C(=O)c2oc3ccccc3c2N)C(C)(C)c2ccccc21	7	4	4.0	32	0	8	6	16
O=C(O)C[C@H]1c2cc(F)ccc2S(=O)(=O)N1C1CCN(Cc2ccccc2)CC1	4	2	0.8	10	9	3	-5	-10
CC(=O)N1CC(C)Sc2ccc(S(=O)(=O)N3CCCCC3)cc21 (stereo not drawn)	22	-2	2.0	11	13	4	6	19
CCc1ccc(N(CC)C(=O)c2cn(C)c(=O)c3ccccc23)cc1	14	6	0.5	-2	17	-18	-13	29
Cn1c(=O)oc2cc(S(=O)(=O)NCCC(=O)NC3CCCc4ccccc43)ccc21 (stereo not drawn)	2	0	0.5	1	12	5	2	-1
CN(C)/C=C(\C#N)C(=O)c1cccnc1Oc1cccc(F)c1	7	3	-2.0	6	6	-3	-3	10
Cc1cc(C)c(NC(=O)c2ccc3c(c2)CCN3S(C)(=O)=O)c(C)c1	18	-4	0.9	14	-7	-8	-1	26
COC(=O)c1ccc(Cn2cnc3c(sc4nc(N5CCOCC5)c5c(c43)CCCC5)c2=O)o1	19	10	3.0	8	-33	-9	0	0
O=Cc1sc(=O)n(Cc2cccc(C(=O)O)c2)c1Cl	17	-1	1.3	10	21	3	-9	-8
COc1ccc(CNC(=O)c2cnn3c(C(F)F)cc(C)nc23)cc1OC	16	2	-2.1	9	-6	3	8	9
O=C(c1ccco1)N1CCN(c2ncnc3c2[nH]c2ccccc23)CC1	5	1	2.3	1	36*	13	10	10

697 NFkB inh, hit marks shown above.
Structure | XBP1 UPR activ | 697 NFkB inh | Jurkat NFkB inh | Mdm2 MdmX PPI
O=C(c1ccco1)N1CCN(c2ncnc3c2[nH]c2ccccc23)CC1 | 1 | 36* | 13 | 10

Reformatted: two of the compounds above
Results follow in this order: tim10-1 inh	XBP1 UPR activ	UPR CHOP act	tim23-1 inh	697 NFkB inh	Jurkat NFkB inh	TIM10 inh	Mdm2 MdmX PPI
- CCOC(=O)C1CCN(C(=O)c2ccccc2NC(=O)c2ccc(Br)cc2)CC1
  37	-1	-2.3	28	16	-5	15	19
- CC(C)n1cnc2c(NCc3ccccc3)nc(NCc3ccccc3)nc21
  22	-1	0.7	35	-11	8	27	21

Other compounds
SMILES	tim10-1 inh	XBP1 UPR activ	UPR CHOP act	tim23-1 inh	697 NFkB inh	Jurkat NFkB inh	TIM10 inh	Mdm2 MdmX PPI
COc1cc(-c2cc(-c3ccc(O)cc3)nc(N)c2C#N)ccc1O	15	12	1.8	11	28	-5	23	81*
Cc1nc2ccccc2c(=O)n1NC(=O)c1ccccc1[N+](=O)[O-]	2	-4	0.8	-1	15	6	3	20
O=C(N/C(=C/c1ccco1)C(=O)N1CCCCC1)c1cccs1	12	-1	-2.0	20	16	8	0	-5
CCc1ccc(CNC(=O)C2CCCN(S(=O)(=O)N3CC(C)CC(C)C3)C2)cc1 (stereo not drawn)	15	-2	-2.1	18	-9	-2	20	11
CC(N=Cc1nc(-c2ccccc2)oc1O)c1ccccc1 (stereo not drawn)	36	0	1.5	18	-15	-17	-7	-2
Cc1nn(C)cc1CNC(=O)Nc1cccc(Cl)c1	8	0	5.7	12	-50	-30	-2	-4
Cc1ccc(-c2cc(C(=O)OCC(=O)N(C)C3CCS(=O)(=O)C3)c3ccccc3n2)o1 (stereo not drawn)	6	-1	2.6	5	3	14	9	7
CCC(C)c1ccccc1N1CC(C(=O)Nc2ccc(N3CCOCC3)cc2)CC1=O (stereo not drawn)	17	0	-0.3	6	-1	-12	0	-16
Cc1cc(SCC(=O)NCCN2C(=O)CSC2=O)nc2ccccc12	3	-1	1.7	11	22	-15	8	0
COc1ccc(Cl)cc1NC(=O)CN(C)CC(=O)NC(C)c1ccccc1 (stereo not drawn)	1	4	-1.4	19	5	7	13	15
COc1ccc(-c2c(C)cc3oc(=O)cc(-c4ccccc4)c3c2C)cc1OC	15	0	1.4	40	5	/	-11	8
COc1ccc(C(=O)NC(=S)NCc2cccnc2)cc1Cl	15	0	-0.9	-3	2	-6	-13	35
Nc1ccc(/C=C/C(=O)c2ccco2)cc1	15	-4	2.9	33	-31	-30	11	-35
CCOC(=O)C1CCN(C/C=C/c2ccccc2)CC1	5	0	0.9	10	-18	-12	-7	22
COc1cnn(-c2ccc(F)cc2)c(=O)c1Br	2	0	1.1	10	4	-9	-6	-22
CCOC(=O)c1nn(-c2ccccc2)c(=O)cc1SC(C)C	1	0	-0.9	-1	8	-2	-26	-1
CCOc1ccc(N(C(=O)c2snc(C(N)=O)c2N)C(C(=O)NC2CCCC2)C(C)C)cc1 (stereo not drawn)	7	-7	2.7	13	7	13	5	-2
Cc1cccc(C(=O)OCC(=O)N(CC(C)C)c2c(N)n(Cc3ccccc3)c(=O)[nH]c2=O)c1O	-7	1	0.8	3	-11	-2	2	23
Cc1ccccc1-n1nc2c(c1NC(=O)c1c(-c3ccccc3Cl)noc1C)CS(=O)(=O)C2	12	0	1.5	-6	-4	5	9	25
CNC(=O)CN(Cc1ccccc1)S(=O)(=O)c1ccc(Cl)cc1	12	-4	0.3	14	18	9	-1	17
COc1ccc(Cc2nc(-c3ccc(-n4cccc4)cc3)no2)cc1OC	16	1	-1.5	-1	-14	10	10	24
O=C(O)c1cc2cc(F)ccc2[nH]1	-4	-3	2.0	6	-4	-2	3	-32
CC(=O)c1sc(N/N=C/c2ccc(C(C)C)cc2)nc1C	27	8	5.2	11	-85	-124	32	-109
CN1C(=O)/C(=C/c2ccccc2OCc2ccc(F)cc2)N(C)C1=S	32	-1	2.1	20	-1	19	19	-17
CCN(CC)c1ccc(C(=O)OCC(=O)N2CCN(c3ccccc3)CC2)cc1	12	-4	-3.3	-6	0	-3	-8	11

A few values from the entries so far.
COc1ccc(Cl)cc1NC(=O)CN(C)CC(=O)NC(C)c1ccccc1 (stereo not drawn) – 697 NFkB inh: 5
COc1ccc(-c2c(C)cc3oc(=O)cc(-c4ccccc4)c3c2C)cc1OC – Mdm2 MdmX PPI: 8

Next part
SMILES	tim10-1 inh	XBP1 UPR activ	UPR CHOP act	tim23-1 inh	697 NFkB inh	Jurkat NFkB inh	TIM10 inh	Mdm2 MdmX PPI
COc1cccc(C(=O)NCC(c2ccco2)N2CCOCC2)c1 (stereo not drawn)	0	1	3.6	13	-4	-3	-4	7
COc1ccc2c(c1)c(=O)c(Br)c(C)n2Cc1ccccc1	4	-2	-1.0	0	11	22	10	19
COCCN(CC(=O)Nc1cccc(C)c1C)C(=O)Cn1cnc2ccccc2c1=O	8	-1	0.3	10	13	6	4	-3
COCCNC(=S)Nc1ccc(N2CCOCC2)c(S(=O)(=O)Nc2ccccc2OC)c1	11	-1	-0.9	-3	12	17	-5	16
O=C(NCCN1C(=O)S/C(=C\c2cccs2)C1=O)c1ccc(=O)[nH]c1	11	2	2.0	4	-14	0	9	12
CCOc1ccc(S(=O)(=O)N/N=C(\C)C2CCCCC2)cc1	0	2	-1.2	9	19	3	9	13
CCOC(=O)N1CCC(Nc2c(NCCCN3CCN(c4ccc(OC)cc4)CC3)c(=O)c2=O)CC1	-8	1	-0.3	12	12	6	2	12
CCOC(=O)c1ccc(Nc2nc(N3CCOCC3)nc(N3CCOCC3)n2)cc1	17	2	2.8	11	-12	-11	16	24
COc1ccc(C2C(C(=O)c3sc(C)nc3C)=C(O)C(=O)N2CCN(C)C)cc1 (stereo not drawn)	1	-6	-1.8	-21	9	-2	-2	29
C/C(CCC1CC(C)OC1=O)=N\NC(N)=O (stereo not drawn)	-14	-2	0.1	-10	-3	4	-15	20
COc1ccc2[nH]c3c(c2c1)CCN1C(=O)C(CC(=O)NCCN2CCOCC2)C[C@H](C(=O)N2CCOCC2)[C@@]31CCC1CCCC1 (stereo partly drawn)	4	3	0.5	22	6	/	-3	66*

Compound activity from PubChem BioAssay.
